Compound activity as filed in PubChem.
ERp5 block: blocks human ERp5 reductase activity on insulin. Q15084. ERp5 insulin aggregation, absorbance 650 nm, 90 min. inhibition, % at 9.99 µM. hit rate 0.05% among 350,000. AID 651711;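 active = mean replicate inhibition above about 25%, with every replicate also reaching it, limit read from the data, passing the limit was not always enough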
PglD inh: blocks C. jejuni PglD acetyltransferase activity. purified PglD enzyme, DTNB colorimetric CoA detection. inhibition, % at 12.5 µM. hit rate 0.098% among 360,000. AID 602405; in the data active = inhibition above about 16%, passing the limit was not always enough; also: strong numbers were not always called active
ARNT-TACC3 inh: disrupts binding between human ARNT and TACC3; AlphaScreen His-ARNT PAS-B/GST-TACC3 binding, luminescence; TACC3 fragment carries E629A point mutation; Q9Y6A5; hit rate 0.66% among 390,000; inhibition, % at 9.99 µM;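 active = mean inhibition of replicates at least 50% and at least half of replicates each reaching 50%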;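 also: 0% = complete ARNT plus TACC3 wells and 100% = ARNT alone without TACC3; many hits fall short of the cut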
Casp6 inh: inhibitors of human caspase-6; P55212; purified caspase-6, Z-VEID-R110 cleavage fluorescence; inhibition, % at 12.5 µM; hit rate 0.53% among 350,000; AID 686996;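 active = mean inhibition across replicates at least about 35%, with every replicate also reaching that limit, limit read from the data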;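 also: 0% = median of neutral control wells and 100% = no fluorescence left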
Target sequence (P55212 24-179 limits assumed): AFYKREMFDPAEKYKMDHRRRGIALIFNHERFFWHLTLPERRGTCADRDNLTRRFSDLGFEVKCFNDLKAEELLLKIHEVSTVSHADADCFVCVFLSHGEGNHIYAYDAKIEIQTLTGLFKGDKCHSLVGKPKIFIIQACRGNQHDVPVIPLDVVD
Target sequence (P55212 194-293 limits assumed): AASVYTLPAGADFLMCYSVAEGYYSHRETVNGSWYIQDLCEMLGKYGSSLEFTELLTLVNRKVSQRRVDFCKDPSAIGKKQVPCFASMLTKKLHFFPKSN
E-sel inducer: E-selectin induction on HUVECs; P16581; HUVEC E-selectin immunofluorescence imaging; normalized: neutral wells 0, TNF-alpha wells 100; activation, % at 7.58 µM; hit rate 0.37% among 260,000; AID 686992;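 active = mean E-selectin-positive cell signal at least 10% of the positive control, reached in at least 60% of replicates, without over 20% cell loss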;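 also: in these data hits start at about 27%; measured in HUVEC primary endothelial cells; signal is the percent of cells scored E-selectin positive by PE staining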
Target sequence (P16581 whole entry, looked up): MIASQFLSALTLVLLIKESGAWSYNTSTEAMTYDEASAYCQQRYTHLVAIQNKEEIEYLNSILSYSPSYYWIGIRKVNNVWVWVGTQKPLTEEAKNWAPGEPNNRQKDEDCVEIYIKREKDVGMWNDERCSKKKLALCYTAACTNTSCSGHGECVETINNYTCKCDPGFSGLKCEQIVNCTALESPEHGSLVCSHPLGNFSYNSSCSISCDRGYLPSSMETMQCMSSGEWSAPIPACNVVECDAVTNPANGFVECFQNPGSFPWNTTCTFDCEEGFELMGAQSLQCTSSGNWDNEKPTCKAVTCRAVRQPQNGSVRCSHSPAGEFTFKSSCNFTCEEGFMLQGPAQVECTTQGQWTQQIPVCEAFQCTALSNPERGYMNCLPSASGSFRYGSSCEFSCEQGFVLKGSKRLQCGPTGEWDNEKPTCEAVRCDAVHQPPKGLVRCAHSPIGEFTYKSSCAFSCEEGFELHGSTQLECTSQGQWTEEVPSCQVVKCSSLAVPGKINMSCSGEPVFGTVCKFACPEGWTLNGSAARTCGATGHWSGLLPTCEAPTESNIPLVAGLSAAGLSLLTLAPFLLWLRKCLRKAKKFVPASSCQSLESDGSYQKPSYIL
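System: HUVEC, human umbilical vein endothelial cells; quantity: 3,000 cells/well; buffer or medium: EGM-2 medium, gelatin-coated wells; dosing: single-point compound dose; detection: immunofluorescence imaging; evaluation: % PE-positive cells; benchmarks: TNF-alpha, DMSO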
RAD52 inh: RAD52 (human) annealing inhibition | P43351 | recombinant RAD52 DNA annealing, FRET fluorescence | inhibition, % at 18.7 µM | hit rate 0.46% among 360,000 | AID 651710;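 active = every replicate showing at least 50% inhibition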
esBAF inh: blocks esBAF chromatin remodeling in mouse ES cells; Bmi1-luciferase knock-in reporter, 24 h; 100% = twice the neutral-well signal; reporter increase, % at 12.5 µM; hit rate 2% among 350,000; AID 602393; in the data active = activation above about 40%;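 also: 0% = median of the plate's neutral control wells and 100% = double that signal; a rise in the Bmi1 reporter signal indicates esBAF inhibition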
RAD54 inh: inhibitors of human RAD54 branch migration; inhibition, % at 10.4 µM; RAD54 Holliday junction branch migration, FAM/BHQ fluorescence; Q92698; hit rate 0.14% among 360,000; AID 602329;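 active = mean normalized replicate activity at least 40 and at least half of replicates scoring 40 or more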;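 also: 0% = median of neutral control wells and 100% = median of positive control wells; inhibitors cause a drop in the FAM fluorescence signal; in these data hits start at about 50%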
* marks the source's active call; other numbers are inactive results; . = no result given; & = joins results of further samples.

Field names: A = ERp5 block; B = PglD inh; C = ARNT-TACC3 inh; D = Casp6 inh; E = E-sel inducer; F = RAD52 inh; G = esBAF inh; H = RAD54 inh
COCC(=O)N1C[C@@H]2[C@H](c3ccccc31)[C@H](CO)N2C(=O)c1ccncc1
  A = 2.3 | B = 2.8 | C = -0.1 | D = -0.5 | E = 0.1 | F = -24.3 | G = 2.3 | H = -3.0
COc1ccc(NC(=S)NCCCCCC(=O)C[N+](=O)[O-])cc1
  A = 1.9 | B = . | C = -1.4 | D = 3.0 | E = 1.5 | F = -12.4 | G = 7.1 | H = .
CC1(C(=O)Nc2ccc3c(c2)OCCO3)CCN1Cc1ccccc1OC(F)F (centres undefined)
  A = -3.8 | B = -0.8 | C = . | D = -2.2 | E = 0.0 | F = -2.3 | G = -2.4 | H = 3.5
CC1(NC(=O)c2cc(Cl)nc3ccccc23)CCS(=O)(=O)C1 (centres undefined)
  A = -8.4 | B = 4.1 | C = 3.2 | D = -0.1 | E = . | F = -8.2 | G = 0.0 | H = -7.1
COc1ccc(CN(C)C[C@@H]2OCCCC[C@@H](C)Oc3ccc(NS(=O)(=O)c4ccc(Cl)cc4)cc3C(=O)N([C@H](C)CO)C[C@H]2C)cc1
  A = -1.8 | B = 0.7 | C = 4.8 | D = 1.1 | E = . | F = 33.0 | G = -13.3 | H = 0.1
CCOC(=O)C1=C(CN2CCN(C(=O)c3ccco3)CC2)NC(=O)NC1c1ccc(C)cc1 (centres undefined)
  A = -2.8 | B = -2.2 | C = 6.1 | D = 3.6 | E = . | F = -12.0 | G = -2.6 | H = 7.6
S=c1[nH]c(-c2cccs2)cn1-c1ccccc1
  A = 6.3 | B = -3.0 | C = 5.5 | D = -2.1 | E = . | F = -13.0 | G = 29.3 | H = 1.8
O=C(N/N=C/c1c[nH]c2ccc(Br)cc12)c1ccccn1
  A = 9.6 | B = . | C = 10.0 | D = -0.3 | E = . | F = 6.8 | G = . | H = .
Cc1ccc(C(=O)N/C(=C/c2ccc(C(C)C)cc2)C(=O)NCCCN2CCOCC2)cc1
  A = -14.5 | B = -3.5 | C = . | D = -1.2 | E = . | F = -6.6 | G = . | H = -9.8
Cc1cccc(-c2ccc([C@@H]3[C@H]4CN(C(=O)c5cccnc5)CC(=O)N4[C@H]3CO)cc2)c1
  A = 5.6 | B = . | C = . | D = 3.9 | E = -0.4 | F = -14.9 | G = . | H = .
O=C(C1CCC1)N1CC2(C1)[C@@H](c1ccccc1)[C@H](CO)N2C(=O)c1cccnc1
  A = 4.1 | B = . | C = . | D = -0.9 | E = 0.0 | F = -7.3 | G = . | H = .
CCCCNc1c(-c2cccc(SC3CCCCC3)c2)nc2ccc(Cl)cn12
  A = 1.8&5.0 | B = -4.2 | C = -4.3 | D = 1.2&-5.7 | E = 0.0&-0.2 | F = -5.3&-6.4 | G = -0.9 | H = -2.6
CC1CCCN(C(=O)Cn2c(=O)oc3cc(S(=O)(=O)N4CCCCC4C)ccc32)C1 (centres undefined)
  A = -3.2 | B = 0.8 | C = 2.0 | D = -2.4 | E = 0.0 | F = 43.2 | G = -14.7 | H = -9.5
Cc1noc(C)c1COc1ccccc1C(=O)N1CCN(S(=O)(=O)c2ccccc2C(F)(F)F)CC1
  A = 3.6 | B = . | C = -2.3 | D = -1.2 | E = -0.1 | F = -3.8 | G = -7.3 | H = .
O=C(Cn1cnc2c(cnn2-c2ccccc2)c1=O)c1ccc(Cl)cc1
  A = 4.3 | B = 1.2 | C = -5.3 | D = -0.9 | E = 0.3 | F = -33.0 | G = -2.7 | H = 1.1
O=C(c1ccc(C(=O)N2CCCc3ccccc32)nc1)N1CCCc2ccccc21
  A = 7.1 | B = 4.4 | C = 12.4 | D = 0.8 | E = . | F = -11.3 | G = -0.9 | H = 13.6
C[C@@H]1CN([C@H](C)CO)C(=O)c2cc(NC(=O)CCC(F)(F)F)ccc2O[C@@H]1CN(C)S(C)(=O)=O
  A = 1.3 | B = 4.2 | C = -2.7 | D = -0.3 | E = 21.7 | F = 11.5 | G = -2.7 | H = -2.9
COC(=O)C1C(=O)c2c([nH]c(C(=O)OC3CCCC3)c2C)CC1C (centres undefined)
  A = . | B = 1.0 | C = -4.0 | D = . | E = . | F = . | G = 75.6* | H = -13.1
O=C(Cc1ccncc1)NCC[C@H]1CC[C@H](NC(=O)C2CCC2)[C@H](CO)O1
  A = -0.3 | B = 1.8 | C = -7.0 | D = -1.0 | E = -0.5 | F = -25.0 | G = 0.3 | H = -14.0
Nc1nonc1C(=O)N/N=C/c1cc2c(cc1[N+](=O)[O-])OCO2
  A = 4.5 | B = 5.1 | C = 13.6 | D = 0.0 | E = . | F = 0.3 | G = -0.7 | H = 3.3
Cc1c(Cl)cccc1NC(=S)NCCc1ccc(F)cc1
  A = 1.2 | B = 7.4 | C = 0.9 | D = -3.1 | E = . | F = -2.6 | G = -2.4 | H = 2.5
Cc1n[nH]c(=O)c2c(NC(=O)CSc3nncs3)oc(C)c12
  A = 1.3 | B = . | C = 1.4 | D = 2.7 | E = 1.6 | F = 0.9 | G = . | H = .
CN(CCC#N)C(=O)CC1(Cc2ccccc2)CCOC(C)(C)C1 (centres undefined)
  A = 6.6 | B = -4.4 | C = -15.7 | D = 0.3 | E = . | F = -4.8 | G = . | H = 4.3
CC1CCN(C(=O)COC(=O)c2ccc(N3CCCC3=O)cc2)CC1
  A = 5.6 | B = -0.4 | C = -1.2 | D = 1.6 | E = -0.5 | F = -3.7 | G = -2.7 | H = 5.3
C[C@H]1CN([C@@H](C)CO)C(=O)c2cc(/C=C/c3ccccc3)cnc2O[C@@H]1CN(C)C(=O)C1CCOCC1
  A = -8.1 | B = 7.5 | C = -8.2 | D = 2.2 | E = 0.7 | F = 8.0 | G = 0.7 | H = -17.4
CCCc1noc2c1C(c1ccoc1)C(C#N)=C(N)N2 (centres undefined)
  A = . | B = 0.1 | C = -9.6 | D = . | E = . | F = . | G = -6.0 | H = -0.5
CC(=O)Nc1ccc2c(c1)N(C(=O)CN(C)C)c1ccccc1CC2
  A = . | B = -4.5 | C = 8.9 | D = . | E = . | F = . | G = 0.9 | H = 9.4
C[C@@H]1COC(=O)[C@@H](CC(=O)OC(C)(C)C)C/C=C\C[C@H](CC(=O)NCCO)C(=O)N1
  A = 4.8 | B = 0.0 | C = -1.2 | D = 0.1 | E = 0.0 | F = 19.2 | G = -2.7 | H = -4.7
CCC(C(=O)NC(C)(C)C)N(Cc1cccs1)C(=O)CNS(=O)(=O)c1ccccc1 (centres undefined)
  A = 4.6 | B = -2.3 | C = 7.2 | D = 1.2 | E = 0.0 | F = -21.0 | G = . | H = -1.1
COc1ccc(NC(=O)CCOc2ccccc2F)cc1S(=O)(=O)N1CCCCC1
  A = -2.1 | B = . | C = . | D = -1.2 | E = . | F = -13.1 | G = -3.4 | H = .

More structures:
Second line of a record – ERp5 block, PglD inh, ARNT-TACC3 inh, Casp6 inh, E-sel inducer, RAD52 inh, esBAF inh, RAD54 inh
> CC(=O)c1cccc(S(=O)(=O)N2CCN(c3nc4cc(C)cc(C)c4cc3C#N)CC2)c1
→ -9.8, 4.0, ., -3.9, ., -32.8, ., -2.5
> O=S(=O)(NCC(c1ccco1)N1CCc2ccccc21)c1ccccc1 (centres undefined)
→ -1.6, ., 4.7, 14.7, -0.1, -4.5, ., .
> C[C@@H]1CN([C@@H](C)CO)C(=O)c2cc(NC(=O)Nc3cccc4ccccc34)ccc2O[C@@H](C)CCCCO[C@H]1CN(C)C(=O)C1CCCCC1
→ -1.5, -0.7, 18.1, 0.1, 0.0, -2.7, -0.6, 3.6
> COc1ccccc1CCNC(=O)C(=O)NCC1OCCN1S(=O)(=O)c1ccccc1 (centres undefined)
→ 10.6, 3.8, -2.5, 0.6, 0.8, -9.6, 7.0, -1.2
> CC(C)COc1cccc(C(=O)N(C)CC(=O)Nc2cccc3ccccc23)c1
→ 0.9, -2.6, ., -3.4, ., 6.6, 7.8, -3.8
> O=C(C1CCCN(Cc2ccc3c(c2)OCO3)C1)N1CCCC1 (centres undefined)
→ ., -2.3, -0.4, ., ., ., -0.9, 10.2
> C/C=C/c1ccc([C@H]2[C@@H](CO)N(C(=O)c3cccnc3)[C@H]2C#N)cc1
→ 4.3, 0.5, -6.0, 0.0, 0.7, -4.4, -6.3, 7.0
> CC(=O)Nc1ccc2c(c1)C(=O)N(C)[C@H]1CC[C@@H](CC(=O)NCC3CC3)O[C@H]1CO2
→ 39.3*, 2.9, -14.7, 0.7, -0.1, 0.3, 9.1, -8.2
> COc1ccc(CCn2nnnc2CN2CCN(C(=O)c3ccco3)CC2)cc1OC
→ 2.3, ., 0.7, -4.8, 0.6, -24.6, 3.7, .
> CCOC(=O)C1CCCN(S(=O)(=O)c2cc3[nH]c(=O)c(=O)[nH]c3cc2C)C1 (centres undefined)
→ 3.8, 0.1, 2.4, 2.5, -0.1, -18.1, 10.2, -16.2
> CC(C)[C@H](NC(=O)c1c(F)cccc1F)C(=O)Nc1cccc(Br)c1
→ 3.8, -3.9, -7.8, 1.0, -0.1, -22.0, -1.3, -9.1
> NNC(=O)C(Cc1c[nH]c2ccccc12)NC(=O)c1ccccc1 (centres undefined)
→ 0.9, ., ., -2.5, -0.1, -15.2, ., .
> COc1ccc(C(CC(=O)Nc2nccs2)n2cccc2)cc1 (centres undefined)
→ ., -2.6, 32.9, ., ., ., 60.6*, 3.5
> CCC[C@@H]1CCCO[C@@](C(=O)NCc2ccccn2)(C(F)(F)F)C1
→ -3.6, -5.1, ., -0.4, 0.1, 8.4, 3.9, 7.9
> COCCN(CC1CCCN(C2Cc3ccccc3C2)C1)C(=O)c1cccc(C)c1 (centres undefined)
→ 8.7, 2.9, 1.7, -0.2, ., -21.1, -4.0, 10.6
> O=C(NC(O)C(=O)c1cccs1)c1cccnc1 (centres undefined)
→ ., 6.0, 0.5, ., ., ., -4.9, -1.8
> O=C(Cc1ccncc1)NCC[C@H]1CC[C@H](NC(=O)C2CC2)[C@@H](CO)O1
→ -4.9, -1.3, 4.5, -8.8, -0.4, -36.4, -1.8, -3.6
> C[C@@H]1CN([C@@H](C)CO)C(=O)Cc2cc(NC(=O)CCC(F)(F)F)ccc2O[C@@H]1CN(C)C(=O)Nc1cccc2ccccc12
→ 0.8, -3.1, 6.1, 3.3, 0.2, 17.4, -1.0, 5.5
> COC(=O)c1ccc2nc(-c3ccc(C)cc3)c(CC(C)(C)C)n2c1
→ -3.4, ., ., -3.8, 0.2, -36.6, ., .
> CCCNC(=O)C1(C)CCCN(Cc2ccc(-c3ccccc3)cc2)C1 (centres undefined)
→ -1.6, -0.7, ., -1.1, 0.0, -8.4, -4.4, 5.6
> Cc1ccc(S(=O)(=O)n2nc(C)c(C#N)c2N)cc1
→ -0.8, ., 66.9*, 0.0, -0.1, -14.1, ., .
> O=C(NCC1CC1)[C@@H]1[C@@H](CO)[C@@H]2Cn3c(ccc(-c4ccncc4)c3=O)[C@@H]2N1Cc1cocn1
→ 6.6, -3.1, 8.1, -1.6, -0.8, -25.1, -2.0, 4.6

Compound profiles (already shown). Screens in order: ERp5 block | PglD inh | ARNT-TACC3 inh | Casp6 inh | E-sel inducer | RAD52 inh | esBAF inh | RAD54 inh
Profile of CCC[C@@H]1CCCO[C@@](C(=O)NCc2ccccn2)(C(F)(F)F)C1 : -3.6 | -5.1 | . | -0.4 | 0.1 | 8.4 | 3.9 | 7.9
Profile of COC(=O)c1ccc2nc(-c3ccc(C)cc3)c(CC(C)(C)C)n2c1 : -3.4 | . | . | -3.8 | 0.2 | -36.6 | . | .
Profile of NNC(=O)C(Cc1c[nH]c2ccccc12)NC(=O)c1ccccc1 (centres undefined) : 0.9 | . | . | -2.5 | -0.1 | -15.2 | . | .
Profile of CCCNC(=O)C1(C)CCCN(Cc2ccc(-c3ccccc3)cc2)C1 (centres undefined) : -1.6 | -0.7 | . | -1.1 | 0.0 | -8.4 | -4.4 | 5.6
Profile of O=C(NCC1CC1)[C@@H]1[C@@H](CO)[C@@H]2Cn3c(ccc(-c4ccncc4)c3=O)[C@@H]2N1Cc1cocn1 : 6.6 | -3.1 | 8.1 | -1.6 | -0.8 | -25.1 | -2.0 | 4.6
